ALOX12 inh = inhibitors of human 12S-lipoxygenase ALOX12; actives 1.1% (n = 580,000); Potency, µM (top dose mostly 108 µM), for the others: at the highest dose activity change, negative = inhibition, hits mostly inhibitors; purified 12hLO, xylenol orange hydroperoxide absorbance; active = well fitted inhibition curve with a large enough effect; inconclusive = small, poorly fitted or top-dose-only effect, or another doubt; inactive = no such curve, though single readings can be large or run the other way; note: potency is the fitted concentration of half-maximal effect
Target sequence (P18054 whole entry, looked up): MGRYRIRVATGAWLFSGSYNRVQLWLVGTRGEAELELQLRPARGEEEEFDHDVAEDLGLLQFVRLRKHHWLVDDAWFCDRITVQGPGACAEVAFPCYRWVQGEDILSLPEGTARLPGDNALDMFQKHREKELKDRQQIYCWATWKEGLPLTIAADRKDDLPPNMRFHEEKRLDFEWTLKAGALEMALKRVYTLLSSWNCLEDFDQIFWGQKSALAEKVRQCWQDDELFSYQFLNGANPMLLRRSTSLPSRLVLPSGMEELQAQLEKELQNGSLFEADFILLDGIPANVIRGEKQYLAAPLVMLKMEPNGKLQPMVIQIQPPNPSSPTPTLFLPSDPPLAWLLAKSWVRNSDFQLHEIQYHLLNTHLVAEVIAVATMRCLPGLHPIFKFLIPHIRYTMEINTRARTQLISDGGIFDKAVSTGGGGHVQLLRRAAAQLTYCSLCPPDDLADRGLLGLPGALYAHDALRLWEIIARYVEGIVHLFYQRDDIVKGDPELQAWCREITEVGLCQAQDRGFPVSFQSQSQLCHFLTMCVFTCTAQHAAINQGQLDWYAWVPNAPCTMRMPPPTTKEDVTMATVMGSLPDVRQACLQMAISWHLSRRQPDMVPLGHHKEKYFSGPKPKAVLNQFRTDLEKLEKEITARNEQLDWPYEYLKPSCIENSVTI
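Hydroperoxide product was detected by ferrous iron/xylenol orange as the 573 to 405 nm absorbance ratio. Arachidonic acid at 40 uM (final) was turned over for 30 min at room temperature by 150 nM human 12hLO, pH 7.0 Hepes buffer, after 15 min compound preincubation.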
LDHA block = blocks human lactate dehydrogenase A; P00338; purified LDHA, NADH/diaphorase-resazurin fluorescence; stronger effect = lower value; activity change, % (values are at about 110 or 230 µM); actives 0.15% (n = 480,000); AID 1347041; in the data active = activity change below about -30%; inconclusive = mostly about -25% to -30%;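 note: plate controls were DMSO wells for no effect and wells without enzyme for full effect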
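Enzyme activity of human lactate dehydrogenase 5 (2 nM; 0.06 mM NADH, 0.2 mM pyruvate, 5 min, RT) is measured via a resazurin/diaphorase fluorescence readout of residual NADH.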
* hit, by the source's call; ? = inconclusive; & = joins results of further samples; [ ] = dose if it differs, or a comment. Unless noted, % is set by controls: 0 for no effect and ±100 for the full control effect.

Sample of the layout:
ALOX12 inh,LDHA block,smiles
?,0,Cc1ccc(-n2cnnn2)cc1NC(=O)c1sccc1C
-2%,5,Cc1c(CC(=O)NCCc2cccc(F)c2)c(=O)oc2cc(O)ccc12
-18%,-24,CC(=O)N(c1nc(C)c(C(=O)Nc2ccc3[nH]ccc3c2)s1)C(C)C
?,0,COc1cccc(-c2oc3c(c2-c2ccc(OC)nc2)C(O)CCC3)c1 (configuration not stated)
-3%,3,COc1ccc(Cl)cc1-n1c2c(cc(C#N)c1=O)C(=O)CC(C)(C)C2

The listing, from the start:
ALOX12 inh,LDHA block,smiles
?,0,Cc1ccc(-n2cnnn2)cc1NC(=O)c1sccc1C
-2%,5,Cc1c(CC(=O)NCCc2cccc(F)c2)c(=O)oc2cc(O)ccc12
-18%,-24,CC(=O)N(c1nc(C)c(C(=O)Nc2ccc3[nH]ccc3c2)s1)C(C)C
?,0,COc1cccc(-c2oc3c(c2-c2ccc(OC)nc2)C(O)CCC3)c1 (configuration not stated)
-3%,3,COc1ccc(Cl)cc1-n1c2c(cc(C#N)c1=O)C(=O)CC(C)(C)C2
?,8,CC(C)c1ccc(C2C(C(=O)c3cccs3)=C(O)C(=O)N2c2nncs2)cc1 (configuration not stated)
?,-4,CCOc1cc(C(=O)Nc2ccc(OC)cc2)nc2ccc(Cl)cc12
?,-1,Cc1cc2oc(=O)cc(CN(C)CCOc3ccccc3F)c2cc1Cl
?,13,CCOC(=O)c1sc2cccc(F)c2c1COC(=O)c1cc(C)oc1C
4%,5,CN(c1ccccc1)S(=O)(=O)c1ccccc1C(=O)OCn1nnc2ccccc2c1=O
?,0,COC(=O)c1ccc(CNC(=O)C(C)Sc2ccccc2)cc1 (configuration not stated)
-7%,15,CCC(C(=O)Nc1ccc2c(c1)OCO2)n1nc(-c2ccccc2)ccc1=O (configuration not stated)
-5%,-5,CCOC(=O)C1(C)CCCCN1C(=O)c1ccco1 (configuration not stated)
-22%,6,NCc1ccc2cc[nH]c2c1
-28%,12,CCc1nnc2sc(-c3ccc(C)c(NC(=O)C(C)(C)C)c3)nn12

(more compounds)
ALOX12 inh,LDHA block,smiles
-1%,-10,Cc1cn2c(=O)cc(COC(=O)COc3ccccc3)nc2s1
4%,14,Cc1ccc(-c2ccccc2)c(Oc2ccc(C#N)c(C#N)c2)c1
?,-5,CCCCOc1cccc2c(=O)n(CC(=O)Nc3ccc4c(c3)OCCO4)ccc12
3%,9,CN(C)S(=O)(=O)c1ccc(S(=O)(=O)N2CCN(Cc3cccc4cccnc34)CC2)cc1
11%,11,CC1CCC(NC(=O)c2cncc(Br)c2)CC1 (configuration not stated)
2%,12,CCOC(=O)Oc1ccc2c(=O)c(Oc3ccc(CC)cc3)c(C(F)(F)F)oc2c1
5%,7,COCCNCc1ccc(-c2cccc(C(F)(F)F)c2)o1
-14%,0,COC(=O)c1ccc(COc2ccccc2/C=C2\CCc3cc(OC)ccc3C2=O)cc1
-13%,5,O=C(CSc1ccc2c(c1)OCCCO2)Nc1ccccc1
?,20,CCN(CC)c1nc(-c2cccs2)cs1
?,1,COc1ccccc1Oc1coc2cc(OS(C)(=O)=O)ccc2c1=O
8%,3,Cc1ccc(-c2cc(-c3ccc(Cl)cc3)c(C#N)c(N)c2C#N)cc1
?,7,O=C(CSc1nc2cc(Cl)ccc2s1)NC1CCCCCCC1
?,1,COc1ccc(C(=O)/C=C/c2ccccc2Cl)cc1CC(=O)O
25µM*,1,O=C(CSc1nnc(-c2cccnc2)n1C1CC1)c1cc2cc(Cl)ccc2o1

Remaining list, next part.
ALOX12 inh,LDHA block,smiles
-5%,2,Cc1ccc(CNC2CCc3ccccc32)cc1 (configuration not stated)
?,-22,COc1ccc(/C=C2\Oc3cc(OC(=O)C(C)(C)C)ccc3C2=O)cc1OC
0%,3,COc1ncc(-c2c(-c3ccccc3OC)sc3ccccc23)cn1
-81%,5,Cc1ccnc(NC(=O)c2nccnc2N)c1
-3%,0,O=C(OCC(=O)c1ccccc1)/C(=C/c1cccs1)c1cccs1
?,-9,O=C(CC12CC3CC(CC(C3)C1)C2)NCc1ccc(Cl)cc1Cl
-7%,-2,CNC(=O)c1c(NC(=O)Cc2coc3cc(C)ccc23)sc2c1CCCC2
18%,-12,CC(C)c1noc(CN2CCN(c3oc(C4CC4)nc3C#N)CC2)n1
-2%,12,CC(C)n1c(SCc2nc3ccccc3o2)nc2ccccc2c1=O
?,0,O=C(NC1CC1)C1(c2ccc(Cl)cc2)CC1
-3%,-12,Cc1ccc(-c2nn(CC(=O)Nc3cccc(C)c3)c(=O)c3ccccc23)cc1
29%,6,CCN(CC)CC1CCN(C(=O)c2ccc(C#N)cc2)CC1
-4%,1,N#Cc1c(OCC(=O)N2CCCC2)nc(-c2ccco2)c2c1CCC2
27%,-4,COc1ccc(-c2nc3cc(NC(=O)c4ccccc4Cl)ccc3o2)cc1OC
?,0,Cc1cccc2nc(-c3ccc(O)cc3)c(Nc3ccc4c(c3)OCCO4)n12

A different layout for some results above:
> Cc1ccc(-c2nn(CC(=O)Nc3cccc(C)c3)c(=O)c3ccccc23)cc1
  ALOX12 inh: -3%	LDHA block: -12

> CCN(CC)CC1CCN(C(=O)c2ccc(C#N)cc2)CC1
  ALOX12 inh: 29%	LDHA block: 6

> N#Cc1c(OCC(=O)N2CCCC2)nc(-c2ccco2)c2c1CCC2
  ALOX12 inh: -4%	LDHA block: 1

> COc1ccc(-c2nc3cc(NC(=O)c4ccccc4Cl)ccc3o2)cc1OC
  ALOX12 inh: 27%	LDHA block: -4

Following part
ALOX12 inh,LDHA block,smiles
-11%,2,CCS(=O)(=O)N1CCc2ccc(NC(=O)Nc3ccc(C)c(C)c3)cc21
-24%,0,CCCS(=O)(=O)NC(=O)C1(C)CCN(C(=O)c2ccc(OC(F)F)cc2)C1 (configuration not stated)
39%[activator],-12,CC(C)Nc1nc(C(=O)Nc2nnc(C(C)C)s2)cs1
?,6,N#Cc1nc(-c2ccccc2Cl)oc1NCc1ccc(Cl)cc1
-31%,-1,Cc1cc2c(c(SCC(=O)Nc3ccc(F)cc3)n1)C(=O)OC2
-1%,4,COc1ccccc1CCNC(=O)c1sc(NCc2ccccc2)nc1C
-5%,-12,O=C1N(c2ccccc2)c2ccccc2[C@]12C[C@H](O)CO2
2%,-1,CN(Cc1ccc(C(=O)NCC(F)(F)F)cc1)c1nc2ccccc2o1
-27%,12,O=C(/C=C/c1ccc(Cl)cc1Cl)Nc1ccccc1C(F)(F)F
0%,1,Cc1cccc(-c2nc3ccccc3c(=O)n2CCCN2CCOCC2)c1
9%,1,N#C/C(=C/c1cccs1)c1ccc(C(F)(F)F)cn1
-5%,8,COc1ccc(-n2nnnc2C2CCN(S(=O)(=O)c3cc(F)ccc3C)CC2)cc1
11%,2,COC(=O)[C@]12CCCCC=C1N(Cc1ccco1)C(=O)[C@H](CC(=O)NCc1cccs1)C2
-1%,3,COc1ccccc1CCNC(=O)C(=O)NCc1n[nH]c(=O)c2ccccc12
-36%,0,CCN(CC)S(=O)(=O)c1ccc(NS(=O)(=O)c2ccccc2)cc1

(list continues)
ALOX12 inh,LDHA block,smiles
-73%,-4,CC(C)C[C@H]1CN([C@@H](CC(C)C)CN2CCC[C@H]2CN2C(=O)C(=O)NC[C@@H]2Cc2ccc(O)cc2)C(=O)C(=O)N1CC1CCCCCC1
-1%,5,CCc1ccc(NC(=O)C(C)Sc2ncnc3ccccc23)cc1 (configuration not stated)
?,3,O=C(CSc1ccc2c(c1)OCCO2)c1ccc(Br)cc1
?,-2,COC(=O)c1cc2oc(C)cc2n1Cc1ccccc1
-4%,11,CCC(=O)c1c(OCCC(C)C)ccc2c(C)cc(=O)oc12
-17%,2,Nc1ccccc1C12CC3CC(CC(C3)C1)C2
34%[activator],-6,O=C(Nc1cccc(S(=O)(=O)N2CCOCC2)c1)c1ccc(OCc2cn3ccccc3n2)cc1
-12%,-1,O=c1[nH]cnc2c1nc(SCc1cccc(Cl)c1)n2-c1ccccc1
0%,7,CN(CC(=O)Nc1cccc(F)c1)Cc1cc(Cl)cc2c1OCOC2
-30%,15,CCCCCCCC(=O)c1ccc(O)cc1
-3%,-16,CCCCOC(=O)c1ccc(NC(=O)c2cc(=O)c3cc(C)ccc3o2)cc1
?,-1,O=C1NC[C@@H](CCCCN2C[C@H](Cc3ccccc3)N(CCc3ccccc3)C(=O)C2=O)N(Cc2ccccc2)C1=O
-5%,1,Cc1nc(Nc2nc(CSc3ccc(Cl)cc3)cc(=O)[nH]2)nc2c(C)cccc12
5%,-15,CC(CNC(=O)[C@@H](Cc1ccccc1)NC(=O)CC[C@H]1O[C@@H](n2ccc(=O)[nH]c2=O)[C@H](O)[C@@H]1O)c1ccccc1 (some centres not stated)
26%,-14,O=S1(=O)CC(N2CCN(CCO)CC2)CN1CCc1ccccc1 (configuration not stated)

(more compounds)
ALOX12 inh,LDHA block,smiles
?,7,Cc1ccc2nc(-c3ccncc3)cc(C(=O)O)c2c1
-8%,7,COCCCNC(=O)C1CC(=O)N(CCc2c[nH]c3ccc(F)cc23)C1 (configuration not stated)
-25%,?,Cc1cc2n(CC(O)COc3ccc(C(C)(C)C)cc3)c(=O)c3ccccc3n2n1 (configuration not stated)
-26%,-1,O=C(O)c1cccc(COc2ccc(Cl)cc2)c1
-3%,-6,COCCCNC(=O)Nc1c(NC2CCCC2)c2ccccc2oc1=O
60%[activator],1,CCC1CCc2c(sc(NC(=O)c3cccc4ccccc34)c2C#N)C1 (configuration not stated)
?,7,Clc1ccc(CNCCOc2ccccn2)cc1
4%,-5,CCC(C)c1ccc(-c2ccc(-c3ccc(C(C)CC)cn3)cc2)nc1 (configuration not stated)
?,2&9,S=C(NCCCc1cnc[nH]1)NCCCN(Cc1ccccc1)c1ccc(Br)cn1
-8%,7,COc1ccccc1CNCCCO
6%,-2,O=C(Nc1ccc(-c2nc3cc(Cl)ccc3o2)cc1)C(F)(F)F
-18%,5,O=C(Nc1cnc2ccccc2c1)NC1CCCC1
-13%,-5,NC(=O)c1ccc(NC(=O)C2CCN(S(=O)(=O)c3ccc4c(c3)CCC4)CC2)cc1
?,7,CCCCC(=O)OCc1c(C(=O)OCC)sc(N)c1C#N
?,1,Cc1ccccc1/C=C/c1ccc2ccccc2n1

Another view of part of the listing above.
canonical_smiles | ALOX12 inh | LDHA block
Cc1ccccc1/C=C/c1ccc2ccccc2n1 | ? | 1
O=C(Nc1cnc2ccccc2c1)NC1CCCC1 | -18% | 5

The list continues.
ALOX12 inh,LDHA block,smiles
2%,3,CN(C)C(=O)c1ccc(OCc2coc(-c3ccccc3)n2)cc1
8%,3,CCC(CC)C(=O)N(C)c1c(C)nc2c(OCCOc3ccccc3)cccn12
-44%,-15,Cc1ccc(-c2cnc(SCC(=O)Nc3cccc(F)c3)o2)cc1C
13%,4,Cc1ccc(NC(=O)C(c2ccccc2)C2CCCC2)cc1C (configuration not stated)
7%,2,CC(=O)Nc1ccc(NC(=O)c2ccc(C#CC3(O)CCCCC3)cc2)cc1
?,-16,O=C(Nc1cccc(C(F)(F)F)c1)C1Cc2c(-c3ccccc3)ccnc2O1 (configuration not stated)
-2%,1,O=C(NC(c1ccccc1)c1ccc2c3c(cccc13)CC2)c1cccc(F)c1 (configuration not stated)
-3%,10,COc1cc(OC)cc(C2=Cc3ccccc3C(CC(=O)c3ccco3)N2c2ccc(-c3cncnc3)cc2)c1 (configuration not stated)
55%,0,CC(Sc1nc(CN2CCOCC2)nc2ccccc12)C(=O)NC1CCCCCC1 (configuration not stated)
45µM*,-1,COc1cc(Cl)c(C)cc1NC(=O)c1cc(=O)n2c(nc3ccccc32)s1
?,-7,Cc1ccc(-c2cnc(CCC(=O)Nc3nc4ccccc4s3)o2)cc1C
4%,-7,N#Cc1nc(COc2ccc(F)cc2)oc1NCc1ccc(F)cc1
?,-3,Cc1ccc(S(=O)(=O)N2CCN(C(=O)COC(=O)c3cccc4ccccc34)CC2)c(C)c1
6%,10,Cc1cc(Br)ccc1NC(=O)CN(C)Cc1nc2ccccc2o1
6.3µM*,6,Cc1ccc(Nc2nc(-c3ccc(C)cc3C)cs2)cc1

Among those listed so far, these have a tert-butyl group:
ALOX12 inh,LDHA block,smiles
-28%,12,CCc1nnc2sc(-c3ccc(C)c(NC(=O)C(C)(C)C)c3)nn12
?,-22,COc1ccc(/C=C2\Oc3cc(OC(=O)C(C)(C)C)ccc3C2=O)cc1OC
-25%,?,Cc1cc2n(CC(O)COc3ccc(C(C)(C)C)cc3)c(=O)c3ccccc3n2n1 (configuration not stated)

Remaining list, next part.
ALOX12 inh,LDHA block,smiles
?,-7,O=C(O)CCC(=O)C1CC(=O)OC1C(=O)O (configuration not stated)
?,3,COc1ccc(-c2cc(C(=O)NCC(C)C)c3ccccc3n2)cc1
?,4,O=C(c1ccc(C#Cc2ccccc2)cc1)N1CCN(Cc2ccccc2)CC1
-17%,2,C/C(=N\Nc1c(Cl)cc(Cl)cc1Cl)c1ccc(Cl)cc1Cl
-22%,-9,CC(O)Cn1c(N2CCN(c3ccccc3)CC2)nc2c1c(=O)[nH]c(=O)n2C (configuration not stated)
?,5,CN1CCN(c2oc(-c3ccc(C(C)(C)C)cc3)nc2C#N)CC1
78%[activator],-24,CCOC(=O)C1(C)C=C(Nc2ccc(C(C)=O)cc2)C(=O)N1c1ccc(C(C)=O)cc1 (configuration not stated)
45µM*,-7,O=CNc1cc(-c2cccc(O)c2)cn2c(-c3ccc(F)cc3)cnc12

Assay outcomes (PubChem)

Not all compounds are listed, so the mix of outcomes need not match the whole.
